Compound activity: PubChem BioAssay, National Center for Advancing Translational Sciences (NCATS)
Gal4-VP16 FLuc: Gal4-VP16 reporter inhibition counter-screen | AID 2546 | Drosophila S2 Gal4-VP16 UAS-luciferase, luminescence, 20 h | 3.5% of 310,000 active | Potency, µM (highest dose often 53.6 µM), without a hit: at the highest dose activity, negative = inhibition, usual class: inhibitors;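 note: Gal4-VP16 expression switched on by copper sulfate through the metallothionein promoter; % is set by controls: 0 for no effect and ±100 for the full control effect; nearly all actives have a fitted effect of over 50% in size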
FLuc counter: counter-screen for miR-21 project: firefly luciferase inhibitors or activators; P08659; purified FLuc, Km substrates, luminescence inhibition; Potency, µM (top dose mostly 57.5 µM), for inactives: top-dose activity change, negative = inhibition, most hits filed as inhibitors; 6.9% of 360,000 active; AID 588342;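 note: plate controls were vehicle for no effect and reference inhibitor for full effect; nearly all actives have a fitted effect of over 55% in size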
Target sequence (P08659 whole entry, looked up): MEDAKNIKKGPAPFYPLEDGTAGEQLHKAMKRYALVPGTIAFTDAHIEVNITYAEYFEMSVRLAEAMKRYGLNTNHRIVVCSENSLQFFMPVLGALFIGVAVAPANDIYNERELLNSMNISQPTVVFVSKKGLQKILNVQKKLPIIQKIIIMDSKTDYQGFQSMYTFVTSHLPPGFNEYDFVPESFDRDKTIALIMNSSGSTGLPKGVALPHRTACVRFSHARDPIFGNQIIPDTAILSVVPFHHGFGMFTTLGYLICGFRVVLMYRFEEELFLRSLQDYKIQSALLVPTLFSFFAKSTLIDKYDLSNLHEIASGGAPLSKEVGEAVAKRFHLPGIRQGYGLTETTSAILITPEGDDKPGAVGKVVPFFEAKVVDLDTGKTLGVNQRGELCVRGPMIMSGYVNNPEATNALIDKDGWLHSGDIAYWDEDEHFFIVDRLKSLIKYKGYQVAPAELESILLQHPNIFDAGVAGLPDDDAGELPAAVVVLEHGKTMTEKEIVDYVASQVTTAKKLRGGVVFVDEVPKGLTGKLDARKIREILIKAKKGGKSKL
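Purified P. pyralis luciferase (10nM final) with 10uM D-luciferin and 10uM ATP (Km levels) in 50mM Tris acetate pH 7.5, 10mM Mg acetate, 0.01% Tween-20, 0.05% BSA; qHTS 6-point titration, ~60 µM downward; luminescence read.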
Rab9 promoter act: Rab9 promoter activation. AID 485297. 2.8% of 320,000 active. Huh7 Rab9 promoter-luciferase reporter, luminescence, 24 h. Potency, µM (titrated, usually from 9.22 µM), without a hit: at the highest dose activation, negative = inhibition, most hits filed as activators; note: % of control where 0% means no effect; nearly all actives have a fitted effect of over 60% in size
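Luminescence read-out: Huh7 cells stably expressing Rab9-luciferase, treated 24 h with compound at 37 °C, then lysed with luciferase reagent for 10 min at ambient before reading.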
RORg inh: ROR gamma (mouse) transcription inhibition; P51450; Drosophila S2 Gal4-RORgamma UAS-luciferase reporter, 20 h; Potency, µM (titrated, usually from 53.6 µM), without a hit: top-dose activity change, negative = inhibition, usual class: inhibitors; 5.4% of 310,000 active; AID 2551; note: % is set by controls: 0 for no effect and ±100 for the full control effect; nearly all actives have a fitted effect of over 60% in size
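Compounds are pin-transferred onto Drosophila Schneider cells expressing a copper-inducible Gal4–ROR gamma transactivation domain fusion. After 1 hr, copper sulfate is added to 700 uM final; luciferase is read 20 hr later.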
ELG1 genotox: induces genotoxicity in HEK293T cells with luciferase-tagged ELG1 | HEK293T ELG1-luciferase reporter, luminescence, 16 h | Potency, µM (doses to about 46 µM), inactives show top-dose activity change, positive = activation, usual class: activators | AID 504466 | 1.3% of 330,000 active; note: % of control where 0% means no effect; nearly all actives have a fitted effect of over 60% in size
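Screening used a luciferase reporter fused to human ELG1 in HEK293T cells. Luminescence was read on a CCD plate imager after 16 hr exposure and 30 min ONE-Glo incubation.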
uPA generation: inhibitors of cell surface uPA generation; cell surface uPA generation assay, qHTS; Potency, µM (series often up to 38.3 µM), without a hit: at the top dose activity change, negative = inhibition, actives largely listed as inhibitors; 0.31% of 330,000 active; active = well fitted inhibition curve with a large enough effect; inconclusive = small, poorly fitted or top-dose-only effect; inactive = no such curve, though single readings can be large or run the other way; tested in mouse RAW 264.7 cells; note: % is set by controls: 0 for no effect and ±100 for the full control effect; nearly all actives have a fitted effect of over 55% in size
MBNL1-CUG inh: inhibitors of human MBNL1 binding to CUG repeat RNA | Q9NR56 | Potency, µM (highest dose often 57.5 µM), inactives show top-dose activity change, negative = inhibition, usual class: inhibitors | 0.036% of 280,000 active | TR-FRET MBNL1-His/biotin-(CUG)12 binding, 665/545 ratio; active = well fitted inhibition curve with a large enough effect in the signal ratio, with a control signal flat, not every such curve was filed as active; inconclusive = small, poorly fitted or top-dose-only effect, or effect the other way, or a change in a side signal; inactive = no such curve, though single readings can be large or run the other way; the % refers to the signal ratio; note: % is set by controls: 0 for no effect and ±100 for the full control effect
Target sequence (Q9NR56 whole entry, looked up): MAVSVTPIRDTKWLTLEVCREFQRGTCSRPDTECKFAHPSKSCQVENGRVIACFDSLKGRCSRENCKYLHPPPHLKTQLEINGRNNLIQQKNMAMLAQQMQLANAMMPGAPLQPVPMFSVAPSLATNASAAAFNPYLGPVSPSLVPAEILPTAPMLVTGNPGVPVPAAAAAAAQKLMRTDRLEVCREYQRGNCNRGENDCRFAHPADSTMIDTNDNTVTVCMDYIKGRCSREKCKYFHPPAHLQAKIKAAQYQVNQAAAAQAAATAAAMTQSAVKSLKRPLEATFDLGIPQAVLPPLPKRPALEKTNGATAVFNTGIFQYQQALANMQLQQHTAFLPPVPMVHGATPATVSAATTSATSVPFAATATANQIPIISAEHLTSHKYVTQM
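Compound titration spanned 92 nM–58 uM against the MBNL1-His/biotin-(CUG)12 complex. After 60 min at room temperature with 5 nM streptavidin-XL665 and 0.055 ng/ul terbium anti-His, ratiometric 665/545 nm emission (Ex 340 nm) normalized to controls.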
p53 reactivation: restores transcriptional activity of mutant p53. H1299 p53-A138V BP100-luciferase reporter, luminescence, 24 h. Potency, µM (titrated, usually from 92.2 µM), for the others: top-dose activity change, positive = activation, hits mostly activators. 0.063% of 320,000 active. AID 504706; note: % of control where 0% means no effect; nearly all actives have a fitted effect of over 45% in size
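p53-null H1299 cells stably carrying temperature-sensitive p53-A138V and a BP100-luciferase reporter were pinned with compounds (4-point, 1:5 series) and held 24 hrs at 37 deg C. Luminescence was read 10 min after detection reagent.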
BRCA1 expr act: activators of BRCA1 expression. Potency, µM (doses to about 46.1 µM), for the others: at the highest dose activation, hits mostly activators. 1.1% of 380,000 active. MCF7-BRCA1-FFLuc reporter, luminescence, 48 h; response scale: scaled: vehicle 0%, 10 µM genistein 100%. AID 624202; note: nearly all actives have a fitted effect of over 80% in size; some results filed as inactive show a strong effect at the top dose
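MCF7 cells carrying a BRCA1-firefly luciferase reporter (2000 cells/well, phenol-red free MEM) were attached for 2 h at 37 °C, then given compounds for 48 h. Luminescence was read 15 min after luciferase reagent; activity normalized to genistein (10 microM) and DMSO.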
NPC1 prom act: activators of NPC1 promoter; Huh7 NPC1 promoter luciferase reporter, 24 h; Potency, µM (doses to about 9.22 µM), inactives show top-dose activation, actives largely listed as activators; 2.4% of 320,000 active; AID 485313;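 note: % of control where 0% means no effect; nearly all actives have a fitted effect of over 60% in size; reporter is driven by a mutant NPC1 promoter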
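Compounds in DMSO were transferred onto Huh7 NPC1-luciferase reporter cells pre-incubated 2 h; after 24 h at 37 °C, Amplite reagent was dispensed and luminescence recorded 10 min later.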
An asterisk follows results filed as active; ? = inconclusive; · = no result given; & = joins results of further samples; [ ] = dose if it differs, or a comment. Unless noted, calls come from the whole dose curve; as a rule, active = well fitted curve in the direction sought with a large enough effect; inconclusive = small, poorly fitted or top-dose-only effect, or another doubt; inactive = no such curve, though single readings can be large; an effect the other way counts as inactive or inconclusive. Potency is the fitted concentration of half-maximal effect.

Values run as follows: Gal4-VP16 FLuc	FLuc counter	Rab9 promoter act	RORg inh	ELG1 genotox	uPA generation	MBNL1-CUG inh	p53 reactivation	BRCA1 expr act	NPC1 prom act
CCC(Sc1nc(N)c(NC(=O)c2ccc(OC)cc2)c(=O)[nH]1)C(=O)O (stereo not given)
 : -6%	-6%	?	-22%	4%	-1%	-11%	-3%	0%	13%
Cc1cccc(NCCC(=O)c2ccc([N+](=O)[O-])cc2)c1C
 : -3%[10 µM]	-3%	20%	5%	-5%	-5%	?	-9%	0%	0%
CC(=O)Nc1ccc(N=Cc2nc(-c3ccc(C)cc3)oc2O)cc1
 : 0%	?	-6%	8%	?	-4%	?	-5%	1%	-3%
COc1ccc2oc(=O)c(C(=O)Nc3cccc(C)c3)cc2c1
 : ?	3µM*	1.6µM*	2.2µM*	8.2µM*	-11%	21%	13%	3.2µM*	4µM*
O=c1c2cccnc2n(-c2ccccc2)n1Cc1c(Cl)cccc1Cl
 : ?	-1%	-5%	7%	0%	2%	-7%	-4%	2%	0%
O=C(CNC(=O)c1sc2ccccc2c1Cl)Nc1ccccc1F
 : ·	-4%	-2%	·	14%	2%	·	-4%	21%	0%
O=C(CN1CCN(S(=O)(=O)N2CCCCC2)CC1)Nc1cc(Cl)ccc1Cl
 : -2%	0%	0%	-36%	-8%	3%	-1%	3%	-37%	0%
Cc1cc(C)n(CCCNCC(O)c2ccccc2)n1 (stereo not given)
 : -8%	0%	2%	6%	0%	-3%&-1%	2%	-6%	-20%&0%	-1%
OCCC1CN(Cc2cccn2-c2nccs2)CCN1C1CCCCC1 (stereo not given)
 : -2%	1%	3%	-10%	-4%	-2%	-4%	-1%	-2%	4%
C=CCNC(=O)NC(=O)COC(=O)c1nc2nccc(C)n2n1
 : -8%	0%	-1%	0%	4%	2%	-1%	1%	-14%	-4%
Cc1ccc(OCC(=O)O/N=C(\N)c2cccnc2)cc1
 : 3%	?	?	?	?	2%	-4%	4%	?	2%
COc1cccc(-c2cccc(NC(=O)C3CCN(Cc4cccc(C)n4)CC3)c2)c1
 : ?	5%	0%	?	9%	-7%	-2%	-9%	-5%	-2%
O=C(NC(NC(=S)Nc1cccc(Cl)c1)C(Cl)(Cl)Cl)OCc1ccccc1 (stereo not given)
 : ?	2%	-7%	?	-7%	-23%	-14%	-17%	-82%	-1%
CCc1ccc(NC(=O)COc2ccc(F)cc2C(=O)c2cnn(-c3ccccc3)c2)cc1
 : -3%	11µM*	?	?	14%	-5%	21%	?	-30%	13%
O=C(COC(=O)c1cnccn1)Nc1ccc(Cl)cc1C(F)(F)F
 : ·	0%	-4%	·	-1%	-5%	·	0%	-3%	-3%
Cc1ccccc1NC(=O)CSc1nnc(CNC(=O)c2ccco2)n1C
 : ·	0%	9%	·	0%	9%	·	1%	4%	6%
COc1ccccc1-n1c(SCC(N)=O)nc2c(c1=O)SCC2
 : -1%	-2%	11%	-6%	1%	13%	18%	10%	4%	-1%
O=C(Nc1nc2ccsc2c(=O)s1)c1ccc(F)cc1Cl
 : 5%	0.54µM*	0.56µM*	-1%	9.2µM*	-1%	-5%	20%	?	0.71µM*
O=C(COC(=O)c1cccs1)NCCC1=CCCCC1
 : 11%	19µM*	8%	-15%	-1%	-1%	?	-1%	14%	-1%
CCOC(=O)/C=C1\CN(CCC(C)C)S(=O)(=O)c2ccccc21
 : -7%	0%	-3%	0%	-3%	1%	-4%	7%	16%	-1%
CC(=O)c1ccc(OCCCC(=O)Nc2cc(S(=O)(=O)N(C)C)ccc2C)cc1
 : -6%	-13%	0%	26%	0%	-3%	·	-2%	-9%	-1%
CCN(CC(=O)Nc1ccccc1-c1ccccc1)Cc1nc2ccccc2c(=O)[nH]1
 : ?	1%	-23%	4.5µM*	-9%	-17%	-4%	-5%	-50%	-29%
Cn1c(=O)c2c(nc(SCC(=O)NCC3CCCO3)n2C)n(C)c1=O (stereo not given)
 : 0%	7%	2%	0%	5%	6%	-1%	4%	9%	0%
Cn1ccnc1C(O)(c1nnc(-c2ccccc2)o1)C(F)(F)F (stereo not given)
 : ?	-1%	0%	7.1µM*	1%	1%	-6%	1%	-21%	-3%
C=CCOC(=O)C(C#N)c1nc2ccccc2nc1N1CCCC1 (stereo not given)
 : -2%	1%	-5%	-39%	-10%	8%	12%	-8%	-25%	-1%
O=C(O)Cn1ccc2cc(S(=O)(=O)N3CCCCCC3)ccc21
 : 2%	4%&-15%	-1%	-7%	1%	6%	-1%	-3%	4%	0%
Cc1ccc(C(=O)N2CCCCC2)cc1S(=O)(=O)N1CCCCCC1
 : -9%	2%	-1%	0%	-1%	-5%	-7%	0%	15%	0%
COc1cccc(CC(=O)Nc2ccc(S(=O)(=O)Nc3nccs3)cc2)c1
 : ·	·	·	·	5%	2%	·	-2%	-8%	·
N#C/C(=C\c1ccc2c(c1)OCO2)C(N)=S
 : -12%	-11%	1%	2%	0%	-4%	62%[activator]	1%	-11%	0%
CCN(CC)S(=O)(=O)c1cc(-c2nnc(-c3ccc(Br)cc3)o2)ccc1Br
 : 26%	-7%	-5%	41%	0%	-1%	15%	-4%	-11%	-4%
COC(=O)C1CCN(Cc2nnc(-c3ccccc3)o2)CC1
 : 6%	-13%	-2%	3%	4%	3%	-1%	14%	-9%	1%
COc1ccc(CCNC(=O)Cn2c(=O)[nH]c3ccsc3c2=O)cc1OC
 : -2%	-1%	12%	-7%	1%	10%	-1%	23%	-3%	-3%
CN(C(=O)C1CCC(=O)N(Cc2cccc(F)c2)C1)C1CCCCC1 (stereo not given)
 : -5%	17µM*	2.5µM*	?	?	-7%	-3%	-4%	7.9µM*	3.2µM*
O=C(C1CCCN(c2nnc(-n3cccc3)s2)C1)N1CCN(c2ccccc2)CC1 (stereo not given)
 : 10%	-4%	2%	4%	-14%	9%	11%	-3%	4%	-3%
COc1ccc(Cn2cnc([N+](=O)[O-])c2)cc1[N+](=O)[O-]
 : -10%	3%	1%	18%	4%	4%	·	7%	-25%	-2%
N#CCCN1CCN(S(=O)(=O)c2cc(Cl)ccc2Cl)CC1
 : -3%	-1%	-3%	24%	4%	1%	1%	2%	2%	-1%
N=c1n(CC(=O)c2cccc([N+](=O)[O-])c2)c2ccccc2n1Cc1ccccc1
 : ?	-1%	3%	7.1µM*	15%	-5%	8%	0%	-72%	1%
Cc1noc(C)c1C(=O)N1CCN(c2ncccn2)CC1
 : -3%	2%	0%	-4%	-2%	·	1%	-5%	-1%	0%
CCOc1ccccc1NC(=S)N(CCCN1CCOCC1)Cc1cn(C)c2ccccc12
 : ?	15%	-1%	11µM*	-4%	-5%	·	-1%	-34%	-3%
CC1=CN2C(=N)/C(=C/c3ccco3)C(=O)N=C2S1
 : 16µM*	1.5µM*	1.8µM*	?	?	-7%	?	?	?	2.5µM*
O=S(=O)(c1ccccc1)N1CCN(Cc2c(O)ccc3ccccc23)CC1
 : ·	·	·	·	0%	-12%	·	1%	-9%	·
COc1ccc(C(C)=O)cc1CSc1ncccn1
 : 3%	-11%	-2%	38%	9%	0%	-7%	-4%	-26%	0%
COc1ccc([N+](=O)[O-])cc1NC(C)C
 : -16%	1%	-3%	0%	-3%	1%	?	15%	35%	-3%
COc1ccc(S(=O)(=O)NCc2ccc3c(c2)OCO3)cc1OC
 : -6%	1%	-9%	1%	15%	3%	1%	-5%	-11%	2%
Cc1c(OCC(=O)NC(Cc2ccc(Cl)cc2)C(=O)O)ccc2c3c(c(=O)oc12)CCC3 (stereo not given)
 : -4%	6%	-6%	-6%	0%	9%	0%	·	6%	2%

Shown as labelled records: entries from further up
> Cc1cccc(NCCC(=O)c2ccc([N+](=O)[O-])cc2)c1C
  Gal4-VP16 FLuc = -3%[10 µM]; FLuc counter = -3%; Rab9 promoter act = 20%; RORg inh = 5%; ELG1 genotox = -5%; uPA generation = -5%; MBNL1-CUG inh = ?; p53 reactivation = -9%; BRCA1 expr act = 0%; NPC1 prom act = 0%
> CC(=O)Nc1ccc(N=Cc2nc(-c3ccc(C)cc3)oc2O)cc1
  Gal4-VP16 FLuc = 0%; FLuc counter = ?; Rab9 promoter act = -6%; RORg inh = 8%; ELG1 genotox = ?; uPA generation = -4%; MBNL1-CUG inh = ?; p53 reactivation = -5%; BRCA1 expr act = 1%; NPC1 prom act = -3%

(cont.)
Values run as follows: Gal4-VP16 FLuc	FLuc counter	Rab9 promoter act	RORg inh	ELG1 genotox	uPA generation	MBNL1-CUG inh	p53 reactivation	BRCA1 expr act	NPC1 prom act
CCS(=O)(=O)N1Cc2ccccc2CC1C(=O)Nc1cccc(OC)c1 (stereo not given)
 : -22%	?	12%	27%	0%	-1%	-2%	9%	-17%	8%
O=C(COC(=O)c1cnc(Cl)c(Cl)c1)NC1CCCCCC1
 : ·	1%	-2%	·	-3%	18%	·	-6%	-5%	-2%
C#CCNC(=O)C1=C[C@H](c2coc3ccccc3c2=O)C[C@H](OCc2ccc(CO)cc2)O1
 : 4%	0%	0%	17%	-3%	7%	5%	-4%	-16%	0%
COc1ccc(S(=O)(=O)N2CCN(Cc3cccs3)CC2)cc1OC
 : ·	·	·	·	-2%	-3%	·	-3%	-19%	·
